# From PubChem
# Akt phos inh = blocks phosphorylation of Akt; Neuro2A IGF-stimulated pAkt S473 HTRF, 20 min; stronger effect = lower value; activity change, % for hits at 50 µM; 360,000 tested, 0.32% active; in the data active means activity change below about -80%; inconclusive means mostly about -51% to -80%; further: on the % scale 0 is the no-effect control and ±100 the full control effect
#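 Single-point screen (50 µM final compound) in Neuro2A cells stimulated 20 min with 6 nM IGF at 37 deg C. After lysis, Ser473-phosphorylated Akt read by HTRF (ex 330 nm, em 615/665 nm) as the 665/615 ratio.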
# S2 tox = reduces viability in counter-screen for ATXN expression inhibitors. AID 651635. Potency, µM (series often up to 56.7 µM), most hits filed as cytotoxic. S2 cells (HEK-293 line with an ATXN2-luciferase reporter) viability, CellTiter-Fluor protease fluorescence, 24 h. 400,000 tested, 0.49% active; further: potency means the concentration at half of the fitted maximal effect; nearly all actives have a fitted effect of over 40% in size
# MmCpn inh = inhibitors of Methanococcus maripaludis chaperonin (MmCpn) | purified Mm-Cpn ATPase, ADP Transcreener TR-FRET | Potency, µM (highest dose often 76.9 µM), without a hit: at the top dose activity, negative = inhibition, usual class: inhibitors | 330,000 tested, 0.031% active; further: potency means the concentration at half of the fitted maximal effect; on the % scale 0 is the no-effect control and ±100 the full control effect; nearly all actives have a fitted effect of over 80% in size
#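 ATPase read-out: TR-FRET ADP immunoassay (anti-ADP Eu cryptate vs ADP-d2), ex 320 nm, em 590/665 nm; signal drops as ADP forms. Enzyme 25 nM, ATP 10 uM, 30 min at 37°C after 10 min compound preincubation.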
# Nrf2 block = inhibitors of Nrf2 signaling | Potency, µM (top dose mostly 46 µM), without a hit: at the highest dose activity change, negative = inhibition, actives largely listed as inhibitors | 360,000 tested, 2.1% active | A549 ARE-Fluc reporter, luciferase luminescence, 18-24 h | AID 504444; further: potency means the concentration at half of the fitted maximal effect; on the % scale 0 is the no-effect control and ±100 the full control effect; nearly all actives have a fitted effect of over 60% in size
#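 Concentration-response testing used A549 ARE_Fluc cells at 5000 cells/well. Following an 18-24 h compound incubation, viability was read by fluorescence (Ex 405/Em 525) and luciferase output by luminescence.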
# A549 viability = A549 cytotoxicity, counter-screen for Nrf2 inhibitors | A549 ARE-Fluc cells, CellTiter-Fluor viability, 18-24 h | Potency, µM (series often up to 46 µM), without a hit: at the highest dose activity change, negative = cytotoxicity, actives largely listed as inhibitors | 390,000 tested, 0.16% active | AID 504648; further: potency means the concentration at half of the fitted maximal effect; on the % scale 0 is the no-effect control and ±100 the full control effect
#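 A549 ARE_Fluc cells in 5% FBS OPTI-MEM were exposed to compounds in concentration-response for 18-24 h at 37 deg C. Viability was read by CellTiter-Fluor fluorescence (Ex 405/Em 525) after 30 min, before the luciferase read.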
# TGFb SMAD3 inh = TGF-b pathway inhibition; AID 588855; Potency, µM (top dose mostly 46.1 µM), without a hit: at the highest dose activity, negative = inhibition, usual class: inhibitors; 410,000 tested, 1.2% active; HepG2 CAGA-GFP TGF-b/SMAD3 reporter, GFP fluorescence, 18 h; TGF-beta stimulated, 500 pg/mL final; further: potency means the concentration at half of the fitted maximal effect; on the % scale 0 is the no-effect control and ±100 the full control effect; nearly all actives have a fitted effect of over 65% in size
#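 Read-out: total well GFP (ex488/em500-530) summed from mean per-cell fluorescence. Cells: HEPG2 CAGA-GFP, 1% FBS DMEM, 18 h at 37 degrees C with 500 pg/mL final TGF-beta. Unstimulated wells served as the full-inhibition control; stimulated DMSO wells = 0%.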
# HepG2 tox = kills HepG2 cells in TGF-b inhibitor counter-screen | HepG2 CAGA-GFP viability, ATP luminescence, 18 h | Potency, µM (series often up to 46.1 µM), for inactives: at the top dose activity change, negative = cytotoxicity, actives largely listed as cytotoxic | 410,000 tested, 0.76% active; further: potency means the concentration at half of the fitted maximal effect; some results filed as inactive show a strong effect at the top dose
#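 HepG2 CAGA-GFP cells (1000/well, DMEM with 1% FBS) received compound, then TGF-beta at 500 pg/mL final, and were incubated 18 hours at 37 degrees C. Viability was read by CellTiter-Glo luminescence. Media-only wells were set as complete cell-killing and DMSO as no toxicity.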
# Nrf2 ARE act = Nrf2 pathway activation | AREc32 ARE-luciferase reporter (MCF7-derived line), luminescence, 24 h | Potency, µM (highest dose often 46.1 µM), inactives show at the top dose activation, actives largely listed as activators | 410,000 tested, 0.31% active | AID 624171; further: potency means the concentration at half of the fitted maximal effect; % of control where 0% means no effect; nearly all actives have a fitted effect of over 65% in size
#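 AREc32_Fluc, 1000 cells/well, OPTI-MEM + 5% FBS, o/n 37 deg C 5% CO2; 23 nL cpd by pin tool, 24 hr; Steady-Glo 30 min RT, luminescence.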
# CCT modulator = modulators of cytosolic chaperonin (CCT/TRiC) activity; purified chaperonin ATPase assay, HTRF ADP detection, 30 min; activity change, % (test concentration not listed), hits read low; 360,000 tested, 0.3% active; AID 651819; in the data active means activity change below about -30%; further: on the % scale 0 is the no-effect control and ±100 the full control effect
#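 We incubate TRiC, 40 or 20 nM final, with library compounds at 76 uM and 10 uM ATP for 30 min at 37 °C. ADP formed is detected with Transcreener HTRF reagents after 30 min at room temperature.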
# Numbers without * were called inactive; i = inactive; u = inconclusive; x = no result given; & = joins results of further samples; [ ] = another dose, or the depositor's remark. Unless noted, the call rests on the fitted dose curve; in most records, active means well fitted curve in the direction sought with a large enough effect; inconclusive means small, poorly fitted or top-dose-only effect, or another doubt; inactive means no such curve, though single readings can be large; an effect the other way counts as inactive or inconclusive.
SMILES,S2 tox,A549 viability,Nrf2 ARE act,MmCpn inh,TGFb SMAD3 inh,Nrf2 block,Akt phos inh,HepG2 tox,CCT modulator
CCn1cc(C(=O)NC2CCCCC2)c(=O)c2cc(S(=O)(=O)N(C)C)ccc21,i,-6%,0.1%,1%,-26%,13%,i,0%,0.2
CC(N)c1csc(Nc2nncc3ccccc23)n1 (stereo not drawn),i,x,8.1%,x,1%,x,i,-29%,0.1
CCCC12CN3CCN(CC(C3)/C1=N\NC(=O)c1ccccc1Cl)C2,i,1%,-0.7%,-2%,2%,-7%,i,15%,0.4
Cc1cccc(C)c1NCC(=O)N1CCN(Cc2ccccc2)CC1,i,0%,-1.2%,0%,12%,28%,i,-7%,2.3
CCN(CC)CCSc1nc(O)c(Cc2ccccc2)c(=O)n1-c1ccccc1,i,1%,-0.8%,1%,5%,4%,i,2%,1.0
Cc1ccc(Cl)cc1N1CCN(S(=O)(=O)c2c(C)[nH]c(C)c2C(=O)N2CCCCC2)CC1,u,-4%,1.6%,2%,u,-6%,i,-27%,1.5
COc1ccccc1C1(O)CCN(C(=O)c2cccs2)CC1,i,-5%,-0.5%,-1%,4%,-14%,i,-7%,-1.6
COc1ccc(-c2nc(CCNC(=O)c3cccs3)cs2)cc1,i,3%&-1%,0.5%&0.3%,0%,u,u,i,-10%&-24%,1.0
COc1cc(C(=O)N(Cc2cccc(Cl)c2)C2CCS(=O)(=O)C2)cc(OC)c1OC (stereo not drawn),i,1%,-0.5%,0%,-11%,-6%,i,-10%,0.2
CC1CC(OCC(O)CN2CCOCC2)CC(C)(C)C1 (stereo not drawn),i,9%,0.4%,0%,15%,7%,i,-12%,-1.4
O=C(CCc1ccccc1)Nc1sc2c(c1C(=O)O)CCCC2,i,-3%,0.4%,x,-6%,u,i,-18%,0.5
CCc1ccc(NC(=O)Cn2c(=O)n(Cc3ccccc3)c(=O)c3oc4ccccc4c32)cc1,i,4%,-0.2%,x,10%,7%,x,-8%,x
O=C(Nc1ccc2c(c1)OCO2)c1ccc(Cl)c(S(=O)(=O)N2CCOCC2)c1,i,1%,2.8%,0%,u,-16%,i,9%,-4.0
CC1CCCCN1S(=O)(=O)c1ccc([N+](=O)[O-])cc1 (stereo not drawn),i,0%,-0.4%,1%,12%,-26%,i,-4%,0.5
COCCn1nnnc1CN1CCC(C)CC1,u,-8%,-0.2%,-2%,13%,-15%,i,1%,0.1
C#CCNC(=O)C1=C[C@H](c2ccc(Br)cc2)C[C@H](OCc2ccc(CO)cc2)O1,u,1%,-0.5%,x,-16%,3%,i,-2%,-1.9
CC(/C=N/NC(=O)CN1CCN(Cc2ccc(Cl)cc2)CC1)=C\c1ccco1,u,5%,u,0%,-57%,0%,i,-7%,-1.9
Cc1nnc2c(N3CCN(c4ccc(F)cc4)CC3)nc3ccc(C(=O)c4ccccc4)cc3n12,x,8%,-0.3%,x,0%,5%,x,0%,x
Cc1ccccc1CNC(=O)Nc1ccc2c(c1)N(C)C(=O)c1ccccc1S2,x,1%,-3.2%,x,7.1µM*,42%,x,-33%,x
COc1cc(C2CC(=O)c3c([nH]c(C(=O)OC4CCCC4)c3C)C2)cc(OC)c1OC (stereo not drawn),32µM*,u,-1.7%,x,u,5.8µM*,x,-20%,x
COCCn1c(SCc2ccc(C)cc2)nc2c1c(=O)[nH]c(=O)n2C,i,6%,-0.5%,x,27%,-5%,i,146%,-1.7
O=C(CC1Sc2ccccc2NC1=O)NNc1ccc(Cl)c(Cl)c1 (stereo not drawn),u,-7%,5.6%,x,0%,-2%,i,-2%,1.2
Cc1onc(-c2ccccc2Cl)c1C(=O)OCC(=O)c1ccc[nH]1,i,0%,-0.6%,-2%,-1%,-17%,i,-9%,-1.6
CCc1nc(SC)[nH]c(=O)c1C,i,0%,0.1%,0%,-7%,4%,i,2%,-0.6
CCN1CCN(C(=O)/C=C/c2ccc(C)cc2)CC1,i,7%,0.3%,1%,3%,-3%,i,6%,-0.9
COc1cc2cc(C(=O)O)[nH]c2c(OC)c1OC,i,2%,-0.4%,2%[15.4 µM],1%,7%,i,-1%,1.5
C/C(CCC1CC(C)OC1=O)=N\NC(N)=S (stereo not drawn),i,0%,4.5%,4%,u,1%,i,-26%,-1.2
Cc1ccc(C)c(N2CCN(CCCNC(=O)c3ccc4nc(C(C)C)oc4c3)CC2)c1,x,u,0.2%,x,u,x,x,-38%,x
COc1ccc(N2C(=O)CC(Sc3n[nH]c(-c4ccccc4)n3)C2=O)cc1 (stereo not drawn),u,-2%,4.6%,-2%,0%,5%,i,18%,-1.2
CC(=O)N1CCN(C(=O)CNC(=O)c2cccs2)CC1,i,-1%,-0.8%,1%,-1%,18%,i,-2%,2.0

# 3 entries out of the list, sorted by length of the SMILES, smallest number first:
SMILES,S2 tox,A549 viability,Nrf2 ARE act,MmCpn inh,TGFb SMAD3 inh,Nrf2 block,Akt phos inh,HepG2 tox,CCT modulator
CCc1nc(SC)[nH]c(=O)c1C,i,0%,0.1%,0%,-7%,4%,i,2%,-0.6
Cc1onc(-c2ccccc2Cl)c1C(=O)OCC(=O)c1ccc[nH]1,i,0%,-0.6%,-2%,-1%,-17%,i,-9%,-1.6
COc1ccc(N2C(=O)CC(Sc3n[nH]c(-c4ccccc4)n3)C2=O)cc1 (stereo not drawn),u,-2%,4.6%,-2%,0%,5%,i,18%,-1.2

# (listing goes on)
SMILES,S2 tox,A549 viability,Nrf2 ARE act,MmCpn inh,TGFb SMAD3 inh,Nrf2 block,Akt phos inh,HepG2 tox,CCT modulator
COc1cc2[nH]c(C(=O)N3CCN(C)CC3)cc2c(OC)c1OC,i,1%,-1.8%,0%,12%,6%,i,-55%,-0.4
Cn1c(=O)c2[nH]c(CN3CCCCC3)nc2n(C)c1=O,i,3%,5.1%,x,0%,-26%,i,7%,-8.4
COc1ccccc1NC(=O)Nc1ccc(CC#N)cc1,i,-5%,6.9%,-9%,-4%,0%,i,-8%,0.8
Cc1c(C(=O)C(=O)N2CC=C(c3ccccc3)CC2)c2ccccc2n1C,i,-8%,-0.2%,1%,8%,-10%,i,5%,-0.3
COc1ccc(OC)c(/C=N/NC(=O)C(=O)NCc2cccnc2)c1,i,2%,-0.2%,-2%,4%,-3%,i,-23%,1.7
CCN(CC)c1ccc(NC(=O)c2ccccc2OCC(=O)OC)cc1,i,4%,2.0%,-3%,-13%,6%,i,-5%,-0.9
CCOc1cccc(NC(=O)c2ccc(S(=O)(=O)N3CCCC3)cc2)c1,i,0%,0.3%,2%,u,-16%,i,-1%,-3.5
Cc1cc(F)ccc1S(=O)(=O)N1CCCOC1CNC(=O)C(=O)NCCc1c[nH]c2ccccc12 (stereo not drawn),i,-5%,3.4%,-2%,3%,u,i,-5%,-2.1
CCOc1ccc(NC(=O)CN(C)C(=O)CCCn2c(=O)oc3ccccc32)cc1OCC,i,-1%,4.4%,0%,0%,-22%,i,-1%,-0.1
Cc1ccc(C2C(C(=O)c3cccs3)=C(O)C(=O)N2c2ccc(S(N)(=O)=O)cc2)cc1 (stereo not drawn),i,-18%,-0.3%,-10%,-10%,6%,i,8%,1.7
O=C1CN(CC(=O)Nc2cccc(Cl)c2Cl)c2ccccc2N1,i,7%,u,1%,-25%,-20%,i,-43%,-2.9
Cc1ccc(N2C(=O)N(CC(=O)Nc3ccccc3C(F)(F)F)C(=O)C2C)cc1 (stereo not drawn),u,-3%,-0.4%,2%,-9%,0%,i,-1%,-0.2
O=C(NC1CCCCC1)C(c1ccncc1)N(C(=O)c1ccco1)c1ccc(F)cc1 (stereo not drawn),i,-25%,0.4%,0%,8%,-19%,i,14%,0.0
Cc1ccccc1NC(=S)N1CCN(Cc2ccccc2)CC1,i,7%,4.1%,0%,-3%,2%,i,12%,-2.1
COc1ccc(S(=O)(=O)N(C)CC(=O)Nc2ccc(C(N)=O)cc2)cc1OC,i,11%,-0.6%,0%,-17%,-17%,i,3%,-0.1
CCN(CC)S(=O)(=O)c1cccc(-c2nnc(SCC(=O)NC)n2N)c1,i,7%,-0.2%,-1%,-10%,22%,i,-8%,-1.1
C[C@@H]1CN([C@@H](C)CO)C(=O)c2cc(NC(=O)C3CCCCC3)ccc2O[C@@H](C)CCCCO[C@@H]1CN(C)C(=O)CCCN(C)C,i,x,-0.6%,x,-4%,x,i,6%,-2.2
O=C1OCC/C1=C\NCCCCCCCCN/C=C1\CCOC1=O,i,x,0.3%,x,4%,x,i,-27%,-0.5
Cc1ccccc1NC(=O)CSc1nc2c(oc3ccccc32)c(=O)n1Cc1ccco1,i,-4%,4.5%,x,2%,2%,x,-11%,x
N#Cc1c(NC(=O)C2CC(c3c(F)cccc3Cl)=NO2)sc2c1CCC2 (stereo not drawn),i,-7%,2.4%,-3%,u,u,i,-4%,1.8
CCC1=C(OC(=O)N(CC)CC)N2C(=O)OC(=NCC3CC3)[C@]2(Cc2ccccc2)[C@H]2C1=CC[C@H]1C(=O)N(C)C(=O)[C@H]12,u,-22%,5.1%,-1%,-10%,-13%,i,-19%,-3.4
COc1ccc(OCCCC(=O)Nc2cc(S(=O)(=O)N3CCCCC3)ccc2OC)cc1,i,1%,0.1%,-2%,-1%,-28%,i,-3%,-2.4
CNC(=O)CSc1nnc(COc2ccc([N+](=O)[O-])cc2)n1C,i,3%,0.1%,0%,-8%,3%,i,-87%,3.3
Brc1cc(/C=N/n2cnnc2)oc1Br,i,-7%,u,1%,1%,10%,i,0%,1.5
